core dimer inh – inhibitors of HCV core protein dimerization, primary screen, biochemical, TR-FRET, high-throughput | actives 0.33% (n = 300,000) | inhibition, % at 5 µM | TR-FRET GST/Flag-core106 dimerization, 1536-well;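 active = inhibition above the mean of all tested compounds plus 3 SD, set per screening campaign, cut at about 45% in these data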
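Assay system – GST-tagged and Flag-tagged HCV core protein residues 1-106 · Quantity – core106 proteins, GST 13.5 nM and Flag 17 nM · Benchmarks – unlabelled core106 and no-GST-core106 wells · Read-out basis – percent inhibition of core106 dimerization signal · Detection – time-resolved FRET, ex 340 nm, em 617 and 671 nm · Schedule – 4 h at 22.5 °C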
PP1 counter – PP1-alpha phosphatase inhibitors, primary screen, counter-screen for PP5 inhibitor project, biochemical, fluorescence, OMFP substrate, single point; Serine/threonine-protein phosphatase PP1-alpha catalytic subunit (Homo sapiens), P62136; purified PP1alpha; inhibition, % at 6.7 µM; actives 0.9% (n = 320,000);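 active = inhibition above the mean inhibition of all tested compounds plus 3 SD, computed separately for each screening campaign, cut at about 15% in these data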
Target sequence (P62136 whole entry, looked up): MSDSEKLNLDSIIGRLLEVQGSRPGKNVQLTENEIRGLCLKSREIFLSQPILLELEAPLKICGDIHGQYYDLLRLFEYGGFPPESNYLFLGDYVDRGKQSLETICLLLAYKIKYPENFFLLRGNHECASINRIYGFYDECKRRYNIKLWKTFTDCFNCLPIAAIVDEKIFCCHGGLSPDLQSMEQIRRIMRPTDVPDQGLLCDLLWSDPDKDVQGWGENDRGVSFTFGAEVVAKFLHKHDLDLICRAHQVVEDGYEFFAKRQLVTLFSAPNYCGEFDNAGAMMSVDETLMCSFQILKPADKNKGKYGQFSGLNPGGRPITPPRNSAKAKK
procasp3 activ – activators of human procaspase-3 D3A mutant, primary screen, biochemical, absorbance, PC-3 D3A mutant, single concentration; activation, % at 8.5 µM; recombinant procaspase-3 D3A, Ac-DEVD-pNA absorbance 405 nm; actives 0.11% (n = 330,000); Caspase-3 (Homo sapiens), P42574;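 active = activation above the mean of all tested compounds plus 3 SD, cut at about 21% in these data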;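 also: 0% = DMSO alone and 100% = DMSO wells spiked with extra 5 µM PC-3 D3A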
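Technique: 405 nm absorbance of p-nitroaniline, reads at 0 and 120 min; Test system: Procaspase-3 D3A mutant; Incubation: 1 h enzyme-compound preincubation, then 2 h substrate reaction, 25 °C; Repeats: singlicate, each compound tested once; Benchmarks: low control DMSO wells, high control DMSO plus 5 µM PC-3 D3A.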
proCasp7 act – procaspase-7 activators, primary screen, counter-screen for procaspase-3 activator project, biochemical, absorbance, HTS, human; AID 463210, 2010; activation, % at 8.5 µM; recombinant procaspase-7, Ac-DEVD-pNA absorbance 405 nm; D23A/D198A/D206A triple mutant, cannot self-cleave; scale: DMSO 0, 5 µM enzyme 100; actives 0.093% (n = 330,000);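 active = percent activation above the screen-wide mean plus 3 SD, cut at about 25% in these data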
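Test system: Procaspase-7 triple mutant (PC-7 D3A). Also added: Ac-DEVD-pNA substrate, 400 µM as added. Schedule: 1 h enzyme–compound preincubation and 2 h substrate reaction, both 25 °C. Signal: p-Nitroaniline absorbance at 405 nm, read at 0 and 120 min. Control set: low DMSO alone, high DMSO plus 5 µM PC-7.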
Fh CTSL1 inh – Fasciola hepatica cathepsin L1 inhibitors, primary screen, counter-screen for PFM18AAP inhibitor project, biochemical, QFRET, fluorogenic peptide substrate. recombinant F. hepatica cathepsin L1, Z-Leu-Arg-MCA fluorescence. inhibition, % at 5.96 µM. actives 0.49% (n = 300,000). AID 1906, 2009;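 active = inhibition above the mean of all tested compounds plus 3 SD, set per screening campaign, cut at about 17% in these data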;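 also: 0% = plate median of test compound wells and 100% = 1 µM Z-Phe-Ala-diazomethylketone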
PAFAH2 inh – PAFAH2 enzyme inhibitors, primary screen, biochemical, fluorescence polarization, human | recombinant PAFAH2, FP-rhodamine activity probe | actives 0.99% (n = 340,000) | AID 492956, 2010 | Platelet-activating factor acetylhydrolase 2, cytoplasmic (Homo sapiens), Q99487 | inhibition, % at 3.39 µM;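 active = inhibition above the mean over all tested compounds plus 3 SD, cut at about 30% in these data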;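 also: inhibitors block probe labeling of enzyme so polarization drops; 0% = enzyme with DMSO and 100% = wells lacking PAFAH2 protein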
TPT1 inhibitor – Candida albicans TPT1 enzyme inhibitors, primary screen, biochemical, fluorescence polarization. recombinant caTPT1, FP RNA substrate dephosphorylation. inhibition, % at 5 µM. actives 0.81% (n = 300,000). AID 1962, 2009;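 active = inhibition above the mean of all tested compounds plus 3 SD, set per screening campaign, cut at about 24% in these data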;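 also: plate controls were DMSO alone for no effect and ferristatin control at 100 nM for full effect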
PP5 inh – PP5 phosphatase inhibitors, primary screen, biochemical, fluorescence | AID 1987, 2009 | Serine/threonine-protein phosphatase 5 (Homo sapiens), P53041 | purified PP5c, OMFP substrate fluorescence | inhibition, % at 6.7 µM | actives 0.18% (n = 320,000);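 active = inhibition above the campaign's mean inhibition across all tested compounds plus 3 SD, cut at about 9.5% in these data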;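 also: 0% = DMSO only and 100% = 100 µM cantharidin control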
Target sequence (P53041 whole entry, looked up): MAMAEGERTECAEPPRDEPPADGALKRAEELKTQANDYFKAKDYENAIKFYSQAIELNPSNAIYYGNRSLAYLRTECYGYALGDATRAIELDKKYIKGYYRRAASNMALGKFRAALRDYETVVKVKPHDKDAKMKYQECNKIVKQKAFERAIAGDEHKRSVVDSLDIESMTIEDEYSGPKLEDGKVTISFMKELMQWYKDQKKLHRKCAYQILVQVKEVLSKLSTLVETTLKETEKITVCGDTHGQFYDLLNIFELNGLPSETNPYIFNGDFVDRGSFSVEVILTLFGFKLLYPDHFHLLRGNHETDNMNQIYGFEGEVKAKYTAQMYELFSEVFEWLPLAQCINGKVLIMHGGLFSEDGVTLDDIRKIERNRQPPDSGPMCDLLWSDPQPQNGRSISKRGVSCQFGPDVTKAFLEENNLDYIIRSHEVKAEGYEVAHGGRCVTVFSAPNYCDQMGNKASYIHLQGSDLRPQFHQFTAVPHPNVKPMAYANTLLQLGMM
AHR act – AHR activators, primary screen, cell-based, luminescence, luciferase reporter, human; AHR-responsive luciferase reporter cells; activation, % at 5 µM; actives 2.5% (n = 320,000); AID 2796, 2010; in the data active = activation above about 47%;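 also: 0% = vehicle wells and 100% = reference agonist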
Numbers without * were called inactive; nt = not tested or not shown.

SMILES	core dimer inh	PP1 counter	procasp3 activ	proCasp7 act	Fh CTSL1 inh	PAFAH2 inh	TPT1 inhibitor	PP5 inh	AHR act
O=C(O)/C=C\C(=O)Nc1cccc(NC(=O)c2ccccc2)c1	0.8	-4.3	-9.0	1.3	4.3	-2.9	-0.6	-0.4	16.5
Cc1c(C(=O)N2CCOCC2)c(S(=O)(=O)Nc2cccc(Br)c2)c(C)n1C	-7.5	1.7	0.8	6.2	0.8	2.8	0.1	4.1	8.3
Cc1ccc(NC(=O)c2scc3c2CCCC3)cc1	5.3	-0.7	-3.3	6.6	4.6	2.6	0.2	1.3	25.8
CC(C)CCOc1ccccc1C(N)=O	-7.9	-2.3	-1.9	-10.9	-1.1	1.0	0.3	-1.9	-1.4
Cc1ccc(CN(Cc2cc3cc(C)ccc3[nH]c2=O)C(=O)N2CCOCC2)cc1	4.9	-3.4	-0.8	-6.5	3.6	0.4	-1.3	1.0	9.5
CC1(C)C(=O)Nc2ccccc2N1C(=O)CN1C(=O)NC(CCc2ccccc2)C1=O (stereo unspecified)	32.0	-0.4	6.0	-4.4	-0.8	2.0	0.9	1.0	-0.9
COC(=O)N1[C@H](C)C=C[C@]1(Cc1ccccc1)C(=O)OC	8.7	-11.3	2.0	-7.3	-3.8	0.3	-2.8	0.4	2.1
Cc1cc(NC(=O)NN2CCOCC2)nn1-c1c(Cl)cc(Cl)cc1Cl	-0.6	-0.4	-0.3	2.8	5.1	-5.7	2.0	1.1	1.1
O=c1sc2ccccc2c(=O)n1Cc1ccccc1F	-2.6	-0.4	-11.0	-4.8	1.7	-7.2	2.8	1.6	0.5
CCCCn1cnc2c1c(=O)n(C)c(=O)n2C	-1.4	-0.1	0.2	4.1	-1.5	6.5	1.2	-1.3	-0.2
O=C(O)C1CCCCC1C(=O)Nc1cccc(Cl)c1Cl (stereo unspecified)	5.9	-2.9	1.3	9.6	-8.1	-10.4	7.7	1.1	3.8
CCCOc1ccc(NC(=O)CCC(=O)NC(C)c2ccccc2)cc1 (stereo unspecified)	-7.5	4.5	-1.6	7.5	-6.6	-2.5	1.1	2.1	8.7
Cc1ccc(S(=O)(=O)N2CCCC(c3nc(-c4ccc(C)o4)no3)C2)cc1 (stereo unspecified)	2.1	0.3	14.6	-3.6	-2.8	5.6	-1.0	4.6	-4.7
COCCNC(=O)c1cc(C(=O)CC(C)C)c[nH]1	-0.1	2.6	5.3	5.8	11.7	5.1	-2.0	-4.4	27.6
COc1cccc(CN2CCN(Cc3ccc4c(c3)OCCO4)CC2CCO)c1 (stereo unspecified)	-2.1	-2.2	1.2	8.5	5.6	-0.1	-0.6	-0.6	0.6
Cc1coc2cc3oc(=O)c(CCC(=O)NCCCn4ccnc4)c(C)c3cc12	3.4	-5.6	10.3	11.8	-0.5	6.1	-3.6	2.7	1.5
COC(C(=O)Nc1ccc(F)cc1)c1ccccc1 (stereo unspecified)	4.7	-5.5	-0.8	2.5	-4.4	3.2	3.9	-0.5	2.1
CCOC(=O)c1c(-n2cccc2)sc2c1CCCC2=O	-8.9	-3.0	1.6	-4.7	4.5	11.0	-1.6	-0.6	-5.5
Cc1cccc(Cn2c(C)nc3ccc([N+](=O)[O-])cc3c2=O)c1	0.8	-1.2	-5.3	-4.8	1.1	1.0	0.9	1.7	0.5
CC1CN(C(=O)/C=C/c2ccccc2Cl)CC(C)O1 (stereo unspecified)	4.0	-3.5	1.6	9.9	3.1	0.2	0.5	0.9	3.5

3 entries from above, sorted by molar mass, rising:
SMILES	core dimer inh	PP1 counter	procasp3 activ	proCasp7 act	Fh CTSL1 inh	PAFAH2 inh	TPT1 inhibitor	PP5 inh	AHR act
Cc1cccc(Cn2c(C)nc3ccc([N+](=O)[O-])cc3c2=O)c1	0.8	-1.2	-5.3	-4.8	1.1	1.0	0.9	1.7	0.5
CCCOc1ccc(NC(=O)CCC(=O)NC(C)c2ccccc2)cc1 (stereo unspecified)	-7.5	4.5	-1.6	7.5	-6.6	-2.5	1.1	2.1	8.7
Cc1ccc(S(=O)(=O)N2CCCC(c3nc(-c4ccc(C)o4)no3)C2)cc1 (stereo unspecified)	2.1	0.3	14.6	-3.6	-2.8	5.6	-1.0	4.6	-4.7

(more compounds)
SMILES	core dimer inh	PP1 counter	procasp3 activ	proCasp7 act	Fh CTSL1 inh	PAFAH2 inh	TPT1 inhibitor	PP5 inh	AHR act
COc1ccc(C(=O)NNC(=S)NC2CCCCC2)cc1OC	-3.4	-5.7	12.4	0.9	-3.1	1.1	-0.1	-0.8	8.6
CC(C)(C)C(=O)N1CCN(c2nc3ccccc3s2)CC1	3.9	-3.2	3.0	-4.2	-1.8	-0.4	-0.5	2.3	0.0
CCOC(=O)C1CCN(c2nnc(N3CCCC3=O)s2)CC1	-0.9	-5.0	4.3	9.6	2.9	-4.1	0.8	-1.9	0.5
Cc1ccc2c(c1)C1(OCCCO1)C(=O)N2	3.6	1.0	-9.3	4.0	1.4	-0.5	-0.9	2.1	1.0
Cc1ccc(S(=O)(=O)CCc2nnc(NC(=O)c3ccco3)s2)cc1	-2.2	-3.7	-5.2	-3.8	-1.4	5.0	-0.9	-1.5	0.2
COc1ccc(/C=N/NC(=O)c2nn(-c3ccccc3)c(=O)c3c(N)scc23)cc1	43.2	6.7	-11.2	-5.9	30.9*	2.9	-1.8	3.0	-0.3
Cc1nc2ccccc2n(CC(=O)Nc2cc(Cl)cc(Cl)c2)c1=O	5.0	4.9	-3.0	-4.5	-2.4	-1.3	2.2	4.0	0.4
O=C(NCc1ccccc1)c1ccc2c(c1)S(=O)(=O)c1cc(Cl)ccc1C2=O	nt	3.0	4.2	5.2	nt	8.1	nt	1.3	1.9
COc1ccc(SC[C@H](CC(C)C)N2CCN(CCc3ccccc3)CCC2=O)cc1	-4.0	5.2	2.4	-4.4	-2.3	-10.6	1.9	7.2	7.0
Cc1ccnc(NC(=O)C2CCN(S(=O)(=O)c3ccc(C)c(C)c3)CC2)c1	-2.1	-3.5	6.2	8.7	-0.1	-3.9	-2.4	0.3	-4.6
COc1ccc(C2C(C(=O)NCC3CCCO3)CCC(=O)N2c2ccc3c(c2)OCO3)cc1 (stereo unspecified)	-5.5	-4.5	0.0	-0.4	0.1	0.1	-7.8	-0.5	-1.0
COc1cc(CNc2ncc(-c3ccc(Cl)cc3)n2C)cc(OC)c1OC	-13.1	1.8	5.8	9.9	-2.2	-6.4	2.5	1.7	-2.9
O=C(N/N=C/C=C/c1ccccc1)c1ccccn1	-3.9	-0.5	-1.8	2.5	1.6	-8.3	-0.6	-0.5	6.1
O=c1[nH]c2ccccc2cc1-c1noc(-c2cccnc2)n1	-1.8	-2.9	5.0	3.4	0.3	5.1	2.7	1.4	73.0*
COc1ccc(-c2c(C)oc3c(CN4CCOCC4)c(O)ccc3c2=O)cc1OC	5.0	-0.1	0.1	12.8	9.4	9.5	-4.8	-1.2	-1.1
CCn1c(CSc2nc3ccccc3[nH]2)nc2cc(C(=O)O)ccc21	1.4	0.7	-6.8	5.6	-1.2	19.2	-20.4	-0.1	59.9*
CCOc1ccc(CCNC(=O)c2cccc(S(=O)(=O)N3CCN(C(C)=O)CC3)c2)cc1OCC	-0.6	1.5	8.3	3.3	-0.1	1.1	0.0	-1.1	-0.5
COc1ccc(NS(=O)(=O)c2cc(C(=O)Nc3ccccc3C(=O)O)ccc2C)cc1	5.1	-1.6	-2.3	4.3	0.1	-11.3	2.5	1.9	-1.9
O=C(Cn1cnc2ccccc2c1=O)NNC(=O)c1cccc([N+](=O)[O-])c1	nt	-1.8	-4.0	9.0	nt	3.9	nt	0.0	1.2
CCOC(=O)C1C(O)=CC(=O)CC1c1ccccc1 (stereo unspecified)	-16.7	-1.1	2.9	1.9	2.4	-4.6	-1.9	-6.5	2.0
O=S1(=O)[C@H]2C[C@@H]3C=C[C@@]2(CN1Cc1ccccc1F)O3	-5.9	1.2	0.9	-1.4	0.3	8.0	-0.6	-0.7	-2.2
COc1ccc(Br)c(OC)c1C(=O)NC(=O)Nc1c(F)cccc1F	8.8	0.8	-1.6	4.2	-3.5	9.0	-4.1	-1.1	5.9
O=C(Nc1cccc(C(F)(F)F)c1)C1(c2ccccc2)CC1	-7.3	2.9	2.0	-6.8	1.2	-1.4	-4.3	3.6	1.1
CCOc1ccccc1NC(C)C(=O)Nc1cc(C(F)(F)F)ccc1N1CCOCC1 (stereo unspecified)	6.1	-3.4	4.2	-2.7	-1.0	3.1	-1.1	4.6	0.0
O=C(Nc1cccc([N+](=O)[O-])c1)NC1CCS(=O)(=O)C1 (stereo unspecified)	1.4	-5.5	6.8	-3.6	2.3	0.9	1.5	-2.9	0.4
O=C(NCc1ccco1)/C(=C\c1ccco1)NC(=O)c1cccs1	-1.9	0.1	5.4	2.0	8.3	5.1	-2.9	-1.7	1.4
Cc1cc2oc(=O)cc(CN3CCCCC3C)c2cc1C(C)C (stereo unspecified)	7.8	3.3	7.7	6.5	2.7	7.9	5.1	2.6	0.8
COc1ccccc1Oc1c(C)oc2c(CN3CCOCC3)c(O)ccc2c1=O	1.1	0.9	7.0	11.1	0.2	9.7	0.2	-0.2	2.7
COC1CCCN(C(=O)c2cccc(OC3CCN(S(=O)(=O)N(C)C)CC3)c2)C1 (stereo unspecified)	-1.9	-3.2	1.3	10.0	1.0	0.5	-3.2	-0.1	-1.0
Brc1ccc(C2C3=C(Nc4ncnn42)c2ccccc2OC3c2ccncc2)cc1 (stereo unspecified)	15.4	5.3	1.6	-5.1	-3.4	3.0	3.0	6.8	3.1
N#C/C(=C1\CCCN1)c1nc(-c2ccccc2)cs1	7.6	-3.3	0.2	2.7	1.8	6.3	11.7	5.1	23.7
CN1CCN(C(=O)c2ccc(C3SCC(=O)N3Cc3ccco3)cc2)CC1 (stereo unspecified)	-3.4	-6.3	-11.2	-9.7	5.8	3.9	-4.3	1.1	2.6
O=C(CSc1nc(-c2ccccc2)ns1)N1CCOCC1	3.8	0.6	-6.3	-6.9	-0.7	3.6	-0.3	6.1	2.7

Compound activity (PubChem)
